High-throughput results from PubChem.
FBW7 activator – human FBW7 E3 ligase activation, primary screen; AID 1259310; normalized activity (activation), % at 26.1 µM; 650,000 compounds, 0.13% hits; AlphaScreen FBW7–phospho-cyclin E peptide binding, activator screen; Q969H0; in the data active means normalized activity above about 1.9%;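 further: purified mutant Fbw7 with reduced substrate affinity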
Target sequence (Q969H0 whole entry, looked up): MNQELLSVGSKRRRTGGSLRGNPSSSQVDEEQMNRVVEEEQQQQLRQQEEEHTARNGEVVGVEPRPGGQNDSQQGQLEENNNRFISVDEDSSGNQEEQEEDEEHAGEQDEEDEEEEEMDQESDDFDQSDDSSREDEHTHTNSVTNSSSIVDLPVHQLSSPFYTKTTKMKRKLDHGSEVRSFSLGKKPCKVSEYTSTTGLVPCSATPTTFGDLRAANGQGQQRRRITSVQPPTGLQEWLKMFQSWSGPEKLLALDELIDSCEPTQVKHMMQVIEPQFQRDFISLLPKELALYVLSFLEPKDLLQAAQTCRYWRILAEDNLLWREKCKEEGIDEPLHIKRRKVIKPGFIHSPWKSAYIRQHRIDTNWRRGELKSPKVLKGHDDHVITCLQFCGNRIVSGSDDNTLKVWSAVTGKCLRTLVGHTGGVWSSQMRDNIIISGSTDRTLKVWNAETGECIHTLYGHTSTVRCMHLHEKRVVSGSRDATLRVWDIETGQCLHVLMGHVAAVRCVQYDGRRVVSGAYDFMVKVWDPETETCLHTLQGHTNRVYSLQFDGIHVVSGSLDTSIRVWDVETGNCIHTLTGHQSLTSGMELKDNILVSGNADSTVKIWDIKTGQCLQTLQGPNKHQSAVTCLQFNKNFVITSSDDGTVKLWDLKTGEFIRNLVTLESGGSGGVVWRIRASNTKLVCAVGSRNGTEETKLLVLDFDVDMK
GPR151 activ – human GPR151 activation | Q8TDV0 | PathHunter beta-arrestin GPR151 cells, luminescence | activation, % at 11.2 µM | 650,000 compounds, 1% hits; in the data active means activation above about 4.9%;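 further: 0% = median of compound wells and 100% = cells with positive control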
Target sequence (Q8TDV0 whole entry, looked up): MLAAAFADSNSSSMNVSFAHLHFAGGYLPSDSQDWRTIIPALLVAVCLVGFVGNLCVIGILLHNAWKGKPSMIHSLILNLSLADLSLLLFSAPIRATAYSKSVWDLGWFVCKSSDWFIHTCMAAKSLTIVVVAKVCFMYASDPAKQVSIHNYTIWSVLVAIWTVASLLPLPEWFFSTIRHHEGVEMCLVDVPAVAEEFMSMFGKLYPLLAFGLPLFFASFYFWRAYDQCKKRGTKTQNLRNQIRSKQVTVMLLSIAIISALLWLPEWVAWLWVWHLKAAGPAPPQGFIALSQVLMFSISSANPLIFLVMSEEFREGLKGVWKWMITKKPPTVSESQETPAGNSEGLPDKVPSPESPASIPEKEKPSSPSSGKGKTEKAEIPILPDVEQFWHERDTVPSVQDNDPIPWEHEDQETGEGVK
MITF primary – human MITF inhibition, primary screen; 650,000 compounds, 0.91% hits; AlphaScreen MITF homodimerization, bead proximity signal; O75030; inhibition, % at 2.6 µM; in the data active means inhibition above about 50%;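 further: 0% = vehicle wells with protein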
TEAD-YAP inh – TEAD-YAP interaction inhibition. AID 1259422. HEK-TIYL cells, TEAD-Gal4/YAP UAS-luciferase luminescence. inhibition, % at 9.12 µM. 640,000 compounds, 1.4% hits; in the data active means inhibition above about 32%;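 further: 0% = median of test compound wells and 100% = reference inhibitor wells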
Numbers without * were called inactive.

SMILES	FBW7 activator	GPR151 activ	MITF primary	TEAD-YAP inh
Cc1cccc(NC(=S)NCc2ccco2)n1	0.2	1.5	3	8
CC(Oc1ccc(Br)cc1)C(=O)Nc1cccc(C#N)c1 (centres undefined)	0.1	0.5	-7	4
CC1Oc2ccccc2OC1C(=O)Nc1sc2c(c1C#N)CCCC2 (centres undefined)	0.1	2.1	8	-11
O=C(NC1CC1)C1CCN(C2CCN(C(=O)C3=CCCC3)CC2)CC1	-0.1	-2.0	-3	-12
O=C(CSc1nnc(SCC(=O)N2CCCCC2)s1)N1CCCCC1	0.0	1.8	4	-2
Cc1onc(-c2ccccc2)c1C(=O)N1CCN(CCc2ccccc2)CC1	0.1	-1.4	2	-2
COCCN1C(=O)C=C(Nc2ccccc2OC)C1=O	0.0	-0.6	-2	1
CC(C)C(NC(=O)C1CCCCC1)C(=O)Nc1ccccn1 (centres undefined)	0.4	0.7	-14	-12
COc1cccc(/C=N/NC(=O)C2=NNC(=O)C2C)c1O (centres undefined)	-0.2	-1.1	14	12
O=C(O)CCNC(=O)C(c1ccccc1)c1ccccc1	0.0	1.6	12	3
CCOC(=O)c1ccc(N2CCN(c3cccc(Cl)c3)CC2)c(NC(=O)Nc2ccc(Cl)c(Cl)c2)c1	0.2	-0.8	7	-10
COCc1cc(C)nc(N/N=C/c2cc(Cl)ccc2O)c1C#N	0.4	-0.2	-5	-6

Single entries from the results shown.
`COc1cccc(/C=N/NC(=O)C2=NNC(=O)C2C)c1O` (centres undefined) @ GPR151 activ: -1.1
`O=C(NC1CC1)C1CCN(C2CCN(C(=O)C3=CCCC3)CC2)CC1` @ GPR151 activ: -2.0
`Cc1cccc(NC(=S)NCc2ccco2)n1` @ MITF primary: 3
`Cc1onc(-c2ccccc2)c1C(=O)N1CCN(CCc2ccccc2)CC1` @ TEAD-YAP inh: -2

(list continues)
SMILES	FBW7 activator	GPR151 activ	MITF primary	TEAD-YAP inh
O=c1ccc(-c2cccs2)nn1C[C@H]1CCCN1S(=O)(=O)c1ccc(Cl)s1	-0.1	0.5	0	3
CCOC(=O)N1CCN(C(=O)C(C)N2C(=O)c3ccccc3C2=O)CC1 (centres undefined)	-0.1	0.2	-1	-4
COc1cccc(OC)c1C(=O)Nc1ccccc1C(N)=O	0.0	-0.5	12	-5
O=C1Cc2cc(S(=O)(=O)N3CCCc4ccccc43)cc3c2N1CCC3	-0.1	-0.9	17	-3
CC(C)(C)C(=O)Nc1nnc(-c2ccco2)o1	0.0	-0.9	17	0
CC(C)CC(NC(=O)c1cccnc1)c1nnc2n1CCN(Cc1ccccc1O)CC2 (centres undefined)	0.0	-0.3	-1	-12
Cc1ccc(Cn2nnc(C(=O)Nc3ccc(F)c(Cl)c3)c2N)cc1	0.1	-0.3	21	7
CN(Cc1ccccc1)S(=O)(=O)c1ccc(F)c(C(=O)Nc2ccc(F)c(Cl)c2)c1	-0.2	-0.1	-4	-4
CC(NC(=O)OCc1ccccc1)c1nc2ccccc2[nH]1 (centres undefined)	-0.1	-1.4	-8	2
CCOC(=O)C1(Cc2cccc(OC)c2)CCCN(C(=O)CCc2c(C)nn(C)c2C)C1 (centres undefined)	-0.1	3.3	-8	-23
Cc1cc2oc(=O)cc(CN3CCN(S(=O)(=O)c4ccccc4)CC3)c2cc1Cl	0.4	-1.5	25	-2
Cc1ccc(C2=NN3C(C2)c2cc(Cl)ccc2OC3c2ccc(F)cc2)cc1 (centres undefined)	0.0	-1.0	1	-51
CC1CCCCN1CCCNC(=O)/C=C1\Sc2ccccc2NC1=O (centres undefined)	0.2	-0.6	3	8
CC(C)(C)n1nc2c(c1NC(=O)c1ccccc1)CS(=O)C2 (centres undefined)	0.2	-1.1	8	-12
Clc1ccc(-c2cnc(Nc3ccc(N4CCOCC4)cc3)c3nccn23)cc1	0.2	-0.2	-4	12
COc1ccc(-c2noc(CC(=O)NCCN(C)C)n2)cc1	-0.3	0.7	-10	3
COCc1cc(C)n(CC(=O)Nc2ccccc2C(=O)OC)c(=O)c1C#N	-0.1	0.3	12	2
O=S(=O)(NCCO)c1cccc2cccnc12	-0.1	0.3	4	2
O=c1[nH]ncn1-c1ccccc1C(F)(F)F	-0.1	-1.5	-6	-4
C/C(CC(=O)Nc1ccc(Nc2ccccc2)cc1)=N\NC(=O)c1cccc(F)c1	0.0	-1.9	11	-20
CCOC(=O)C1CCN(C(=O)COc2ccc(Cl)c(C)c2)CC1	-0.1	1.0	-8	-3
CCCSc1nnc2c(n1)OC(c1ccc(OC)c(OCC)c1)Nc1ccccc1-2 (centres undefined)	0.1	0.8	9	-54
CC(=O)c1ccc(C(=O)N2CCC(n3nccc3NC(=O)C3CC3)CC2)cc1	0.0	0.6	5	-1
O=C1CC(c2ccco2)CC2=C1C(c1ccc(Cl)cc1)C1=C(N2)c2ccccc2C1=O (centres undefined)	0.6	1.3	19	8

Continued, overlapping the part above by 6 compounds.
SMILES	FBW7 activator	GPR151 activ	MITF primary	TEAD-YAP inh
O=c1[nH]ncn1-c1ccccc1C(F)(F)F	-0.1	-1.5	-6	-4
C/C(CC(=O)Nc1ccc(Nc2ccccc2)cc1)=N\NC(=O)c1cccc(F)c1	0.0	-1.9	11	-20
CCOC(=O)C1CCN(C(=O)COc2ccc(Cl)c(C)c2)CC1	-0.1	1.0	-8	-3
CCCSc1nnc2c(n1)OC(c1ccc(OC)c(OCC)c1)Nc1ccccc1-2 (centres undefined)	0.1	0.8	9	-54
CC(=O)c1ccc(C(=O)N2CCC(n3nccc3NC(=O)C3CC3)CC2)cc1	0.0	0.6	5	-1
O=C1CC(c2ccco2)CC2=C1C(c1ccc(Cl)cc1)C1=C(N2)c2ccccc2C1=O (centres undefined)	0.6	1.3	19	8
O=C(Cn1c(=O)oc2cc(S(=O)(=O)NCc3ccccc3)ccc21)N1CCCCC1	-0.1	-0.8	-4	11
Cc1cccc(C(=O)Nc2cc(-c3nn4c(C)nnc4s3)ccc2C)c1	0.0	0.0	1	8
O=C(Nc1cc(C(=O)N2CCN(c3ccc([N+](=O)[O-])cc3)CC2)ccc1N1CC2CC(C1)c1cccc(=O)n1C2)c1cccs1 (centres undefined)	0.0	-0.4	8	3
CCOC(=O)N1CCN(C(=O)CSc2nnc(-c3cn(C)nc3OC)n2CC)CC1	0.0	-0.7	0	19
COCCNC(=O)C(=O)Nc1ccc(OC)cc1	-0.1	-0.7	11	-20
CS(=O)(=O)c1ccc(N2CCC(O)CC2)c(F)c1	0.0	0.0	-7	-9
Cc1ccccc1N1CC(=O)NC1=O	-0.2	0.0	-9	-5
O=c1[nH]c(N2CCOCC2)nc2c1CN(Cc1cccnc1)CC2	-0.1	-1.2	0	2
CCOc1ccc(N2C(=O)CC(Sc3nc(C)c(CC)c(C)c3C#N)C2=O)cc1 (centres undefined)	-0.1	-0.3	-3	-3
Cc1[nH]c2ccccc2c1SCC(=O)Nc1ccc2c(c1)OCCO2	0.0	0.1	8	6
COc1ccc(NCc2ccc(-c3nccnc3NS(=O)(=O)C(C)(C)C)cc2)cc1	0.3	0.8	11	-8
O=C1NC(c2cccnc2)/C(=C(\O)c2ccccc2)C1=O (centres undefined)	0.2	-0.2	15	-17
C#CCn1c(=NC(=O)c2cc(C)n(CC)n2)sc2cc(SC)ccc21	-0.1	0.2	-10	4
O=C(NNS(=O)(=O)c1ccc(F)cc1)C1CCCCC1	0.1	1.8	14	3
COc1cccc(/C(O)=C/C(=O)C(=O)Nc2cc(Cl)ccc2C)c1	-0.2	2.1	11	5
CC(C)C(=O)N1CCC(c2nc3sc4c(c3c(=O)[nH]2)CCCC4)CC1	0.1	-0.8	5	5
CC(C)=C1C2C=CC1C1C(=O)N(c3ccc(Cl)c(Cl)c3)C(=O)C21 (centres undefined)	-0.2	-0.3	6	0
Cc1cc(C(=O)COC(=O)c2ccc(NC(N)=O)cc2)c(C)n1CCc1ccc(F)cc1	0.0	-0.3	12	12
CCN(CC)CCn1c(=S)[nH]c2cc(C(=O)N3CCN(CC)CC3)ccc2c1=O	-0.1	0.0	-1	2
Cc1sc2nc(C3CC3)nc(SCC(=O)OC(C)C)c2c1C	0.0	-1.1	4	4
CC(C)=C1C2C=CC1C1C(=O)N(c3ccc(Cl)c(C(=O)O)c3)C(=O)C21 (centres undefined)	0.0	-0.7	4	-1
COc1ccc(C(=O)Nc2cc(C(=O)N3CCN(c4ccccc4)CC3)ccc2N2CC3CC(C2)c2cccc(=O)n2C3)cc1 (centres undefined)	-0.1	-0.2	-7	-2
COc1ccc(NC(=O)C(=O)N/N=C/c2cccc3ccccc23)cc1Cl	0.0	0.2	-3	4
CCOC(=O)c1c(NC(=O)Cn2nc([N+](=O)[O-])c(Cl)c2C)sc2c1CCC(C)C2 (centres undefined)	-0.1	0.2	-9	-8
O=C(Nc1c2c(nn1-c1ccc([N+](=O)[O-])cc1)CS(=O)(=O)C2)c1ccccc1C(F)(F)F	0.1	-0.2	4	-5
O=C(CSc1nc(Nc2ccc(F)cc2)c2ccccc2n1)c1ccc(F)cc1	-0.1	-0.7	5	-7
CC(C(=O)OCC(=O)Nc1ncc(Cl)cc1Cl)N1C(=O)c2ccccc2C1=O (centres undefined)	0.1	-0.3	7	8
COc1ccc(CNC(=O)CCCn2c(SCC(=O)NCCc3ccccc3)nc3cc4c(cc3c2=O)OCO4)cc1	-0.1	0.9	-4	2
Cc1cc(C)c(S(=O)(=O)NCC(CCC(=O)O)C(F)(F)F)c(C)c1 (centres undefined)	0.0	-0.1	-7	1
CC(=O)c1cccc(NC(=O)NC(C)c2nc(-c3cccnc3)n[nH]2)c1 (centres undefined)	0.0	0.5	4	3
COc1ccc(-c2ocnc2C(=O)NCc2ccc3c(c2)OCO3)cc1OC	-0.1	-1.5	-8	-11
COC(=O)CSCC(=O)Nc1cc(C)on1	0.3	-1.5	0	14
O=C(Nc1ccc(Cl)cc1)C1c2cccc[n+]2CC(=O)N1c1ccccc1O (centres undefined)	-0.1	2.7	9	-40
COc1cc(S(=O)(=O)N2CCN(c3ccccc3)CC2)c(OC)cc1Br	0.0	-1.4	16	-2
CC1=C(C(=O)OCc2ccccc2)C(c2cccs2)C(C#N)=C(N)O1 (centres undefined)	0.1	-0.4	10	2
Cc1ccc(N)c(C(O)c2ccccc2)c1 (centres undefined)	0.0	2.3	3	7
COc1cccc(Cn2c(C)c(CNCCc3ccccc3OC)c(C(=O)O)c2C)c1	-0.1	-1.1	7	5
COc1cnc(-c2ccccn2)nc1-c1ccccc1	-1.1	3.3	18	40*
Cc1ccc(NC(=O)/C(=C\c2ccc(F)cc2)NC(=O)c2ccccc2)cc1	0.0	0.2	3	-3
O=C1C(=O)N(Cc2cccs2)c2ccc(Cl)cc21	0.0	0.4	10	6
CC(C)n1c(Nc2ccncc2)nc2c(Nc3ccc(Oc4ccccc4)cc3)ncnc21	0.1	-0.9	19	45*
CCCCN(c1nc(C)cc(OC)n1)S(=O)(=O)c1ccc(C)cc1	0.0	0.1	3	4
O=C(Cn1c(=O)oc2ccccc21)NCc1ccc(Cl)cc1	0.0	0.5	-1	8
NC(=O)c1ccc(N=Cc2ccc(Br)s2)cc1	0.0	-0.2	13	3
CC(=O)NC1(c2cccc(F)c2)CCN(C(=O)NCc2ccccc2)CC1	-0.1	1.0	-16	1
CCCn1c(NC(C)=O)nc2ccccc21	0.1	-1.0	15	1
CC1Cc2ccccc2N1S(=O)(=O)c1cccc(C(=O)OCC(=O)C(C)(C)C)c1 (centres undefined)	0.1	1.7	-2	-1
CCOc1ccc(NC(=O)c2c(O)c3c(n(CC(C)C)c2=O)CCCC3)cc1	0.3	-2.7	20	-1

Reprinted at random: five entries already listed, in no set order.
SMILES	FBW7 activator	GPR151 activ	MITF primary	TEAD-YAP inh
CC(=O)c1ccc(C(=O)N2CCC(n3nccc3NC(=O)C3CC3)CC2)cc1	0.0	0.6	5	-1
CCCSc1nnc2c(n1)OC(c1ccc(OC)c(OCC)c1)Nc1ccccc1-2 (centres undefined)	0.1	0.8	9	-54
COCc1cc(C)n(CC(=O)Nc2ccccc2C(=O)OC)c(=O)c1C#N	-0.1	0.3	12	2
Cc1ccccc1N1CC(=O)NC1=O	-0.2	0.0	-9	-5
CC1=C(C(=O)OCc2ccccc2)C(c2cccs2)C(C#N)=C(N)O1 (centres undefined)	0.1	-0.4	10	2

Remaining list, next part.
SMILES	FBW7 activator	GPR151 activ	MITF primary	TEAD-YAP inh
CN1C(=O)C2(NN=C(Cc3ccccc3)S2)c2cc(Br)ccc21 (centres undefined)	-0.5	0.4	-5	-11
Cc1cccc(CNC(=O)CC2C(=O)NCCN2C2Cc3ccccc3C2)n1 (centres undefined)	0.0	-1.1	5	4
C/C(=N\NC(=O)c1ccccc1Cl)c1ccc(F)cc1	0.1	-2.4	5	-8
c1ccc(CN2CCC(c3nc4ccccc4[nH]3)CC2)cc1	0.1	-0.6	-3	13
O=C1N[C@@H](Cc2cnc[nH]2)C(=O)N2CCN(C(=O)c3ccc(-c4ccccc4)cc3)C[C@H]12	-0.2	0.0	5	6
Cc1cc(=O)[nH]c(Nc2cccc(Br)c2)n1	0.0	-0.8	3	12
CC(C)N(CCNc1ncnc2c1nc(Nc1ccc(-n3ccnc3)cc1)n2C(C)C)C(C)C	0.0	0.0	8	6
CCn1c(SCCN2CCOCC2)nc2c1c(=O)n(C)c(=O)n2C	-0.1	2.1	3	-1
Cc1ccc(CNC(=O)c2cn[nH]c2-c2ccc([N+](=O)[O-])cc2)cc1	0.1	0.0	7	3
CC(=O)Nc1ccc(S(=O)(=O)N2CCN(C(=O)N(C)C)CC2)cc1	0.0	0.2	4	-5
COC(=O)c1nnn(CC(=O)Nc2ccc(C)cc2Cl)c1C(=O)OC	0.2	0.0	5	11
O=C1NCCN(CCCc2ccccc2)C1CC(=O)N1CCCCCC1 (centres undefined)	0.1	-1.5	13	0
CCN(C(=O)COc1ccccc1C)c1ccccc1	0.9	-2.3	12	8

This is a random part of the collection. About 3.4% of those tested had a hit in this group.
